High-throughput results as filed in PubChem BioAssay.
AID inhibitor: blocks human AID cytidine deaminase activity; AID 1347428; Q9GZX7; AID deamination FRET fluorescence, UDG-coupled, 4 h; Potency, µM (highest dose often 115 µM), for the others: at the top dose activity change, negative = inhibition, most hits filed as inhibitors; 91,000 compounds, 0.32% hits; note: nearly all actives have a fitted effect of over 25% in size
Target sequence (Q9GZX7 whole entry, looked up): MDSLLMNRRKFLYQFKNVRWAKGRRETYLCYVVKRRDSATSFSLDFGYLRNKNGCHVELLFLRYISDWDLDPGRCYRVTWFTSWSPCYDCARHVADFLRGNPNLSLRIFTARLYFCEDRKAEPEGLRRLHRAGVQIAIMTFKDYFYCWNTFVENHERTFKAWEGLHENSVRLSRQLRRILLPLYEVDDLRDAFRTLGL
UDG counter: blocks uracil-DNA glycosylase in AID counter-screen | FRET deamination/UDG coupled assay, UDG read, 4 h | Potency, µM (doses to about 115 µM), inactives show at the highest dose activity change, negative = inhibition, actives largely listed as inhibitors | 91,000 compounds, 0.14% hits | AID 1347430; note: nearly all actives have a fitted effect of over 65% in size
* = called active by the depositor; u = inconclusive; & = joins results of further samples; [ ] = dose if it differs, or a comment. Calls come from the whole dose curve; as a rule, active = well fitted curve in the direction sought with a large enough effect; inconclusive = small, poorly fitted or top-dose-only effect, or another doubt; inactive = no such curve, though single readings can be large; an effect the other way counts as inactive or inconclusive. % is set by controls: 0 for no effect and ±100 for the full control effect; potency is the fitted concentration of half-maximal effect.

SMILES | AID inhibitor | UDG counter
O=c1cc(COc2ccc(Cl)cc2Cl)nc2scc(-c3ccccc3)n12 | 8% | -12%
CCOc1cccc2cc(-c3nc(-c4ccccc4F)no3)c(=O)oc12 | 8% | 4%
Cc1ccc2nc(-c3ccc(NC(=O)C(F)(F)F)cc3)sc2c1 | 22% | -6%
O=C(CCn1c(=O)c2cccn2c2ccc(F)cc21)NCCc1ccccc1Cl | 5% | 0%[57.5 µM]
COC(=O)COc1ccc2c(C)c(C)c(=O)oc2c1C | -6% | 6%
Cc1oc(-c2cccs2)nc1C(=O)NC(C)CN1CCOCC1 (centres undefined) | 8% | -9%
CS(=O)(=O)NCCCNC(=O)c1cnc2ccccc2n1 | -16% | -1%
CC(=O)Nc1cc(NC(C)=O)cc(C(=O)NCC2CCCCC2)c1 | 5% | 12%
COc1ccc(CCN2C(=O)c3oc4cc(C)cc(C)c4c(=O)c3C2c2ccccc2F)cc1OC (centres undefined) | 5% | 0%
Cc1c(Cl)cccc1NC(=O)Nc1nnc(N2CCCCCC2)s1 | 7% | 9%
CCn1c(=O)n(CC2CCC(C(=O)NC(C)C)CC2)c(=O)c2sccc21 (centres undefined) | 3% | 5%
CC(=O)c1ccc(NC(=O)CN2C(=O)CCc3ccccc32)cc1 | 3% | 14%
O=C(Nc1ccccc1-c1nc(-c2ccco2)no1)c1ccc(Br)o1 | -2% | 6%
CCOCCCNC(=O)C(NC(=O)c1ccc(CC)cc1)C(C)C (centres undefined) | 3% | 0%
Cc1ccccc1Nc1nc(-c2cc3cc(Br)ccc3oc2=O)cs1 | 5% | -9%
COc1ccc(CN2CCN(S(=O)(=O)c3ccc(NC(C)=O)cc3)CC2)c(OC)c1OC | 12% | 8%
Cc1c(C(=O)N2CCC(c3nc4ccccc4s3)CC2)oc2cc(Br)ccc12 | -26%[57.5 µM] | -7%[57.5 µM]
CCC(C(=O)OC)n1nnc2sc(-c3ccccc3)cc2c1=O (centres undefined) | 77%[activator] | 37%[activator]
CCc1cccc(C)c1NC(=O)C(CC)CC | -5% | 4%
CC(C)(C)C1CCC(C(=O)NN)CC1 (centres undefined) | -3% | -2%
C=Cc1ccc(CN2C(=O)N(c3ccc(CC)cc3)S(=O)(=O)c3ccccc32)cc1 | u | -18%
Cc1cc(=O)[nH]c2nnc(SCC(=O)Nc3ccc(F)cc3F)n12 | 5% | 2%
COc1ccc(N2CCN(C(=O)C3CCN(S(=O)(=O)c4cnc[nH]4)CC3)CC2)cc1 | 10% | 13%
O=S(=O)(NCc1ccc(N2CCCC2)nc1)c1ccc2c(c1)CCCC2 | -13% | -8%
N#Cc1nc(/C=C/c2ccc(F)cc2)oc1N1CCCCC1 | -5%&-19% | 3%&-8%
The list continues:
SMILES | AID inhibitor | UDG counter
CCOc1ccccc1NS(=O)(=O)c1c(C(=O)OC)sc2cccc(F)c12 | 4% | 17%
O=C1/C(=C\c2cccs2)Sc2ccccc21 | 0% | -4%
CC(=C/C(=O)O)/C=C/c1ccco1 | 8% | 1%
CC(Oc1ccc(Cl)cc1Cl)C(=O)NC(C)c1ccccc1 (centres undefined) | -12% | -7%
CCOc1ccc(CN(C(=O)c2cc3ccccc3oc2=O)C2CCS(=O)(=O)C2)cc1 (centres undefined) | -5% | 1%
CCCCOc1ccc(CNC(=O)CCCN2C(=O)CSc3c2c(C)nn3-c2ccccc2)cc1 | -17% | 1%
CCOC(=O)c1nc2ccccc2nc1NCCc1ccc(OCC)c(OCC)c1 | 2% | 4%
Nc1c(F)cc(F)cc1-c1ccccc1 | -2% | -9%
Cc1ccc(-c2cc(C(=O)OCC(=O)NCC(C)C)c3ccccc3n2)o1 | -4% | -3%
N#C/C(=C\c1ccc(-c2cccc(C(=O)O)c2)o1)C(=O)N1CCOCC1 | 16% | -1%
CCOc1ccc(-n2c(C)nc3c(cnn3-c3ccc(C)cc3)c2=O)cc1 | 11% | 1%
CC(C)OCCCn1c(SCC(N)=O)nc2c(sc3ccccc32)c1=O | 4% | -3%
Cc1ccc(C)c(NS(=O)(=O)c2ccc3c(c2)CCCN3C(=O)C2CCC2)c1 | 2% | -9%
OCc1cnc(SCc2ccc(F)cc2)n1Cc1ccc(F)cc1 | u | -26%
N#Cc1ccc(NC(=O)COCc2cc(-c3ccco3)on2)cc1 | 8% | 27%
CC(Nc1nc(-c2ccc(CNC(=O)C(C)(C)C)s2)cs1)c1ccccc1 (centres undefined) | -2% | -15%
Cc1ccc(S(C)(=O)=O)cc1C(=O)Nc1ccccc1N1CCOCC1 | 10% | 5%
CC(=O)N1CCN(S(=O)(=O)c2cccc(C(=O)N(C)Cc3ccccc3N3CCCC3)c2)CC1 | -3% | -4%
O=C(NCC1CC1)c1cc(-c2ccncc2)nc2ccccc12 | -11% | -1%
O=C(OCc1ccc(Br)cc1)c1ccccc1[N+](=O)[O-] | -17% | -5%
Cc1ccc(C)c(NC(=O)N2CCC(N3CCN(Cc4ccc(F)cc4)C(=O)C3=O)CC2)c1 | -2% | -23%
Cc1nnc2ccc(SCC(=O)Nc3ccc(Cl)cc3Cl)nn12 | 4% | -9%
Cc1c(C(=O)Nc2cccc(C(F)(F)F)c2)oc2ccc(S(=O)(=O)N(C)C3CCCCC3)cc12 | -29% | -15%
CCOc1ccccc1N1CC(c2nc3ccccc3n2CCCOc2ccccc2)CC1=O (centres undefined) | 21% | -1%
CCN(CC)CC(C)CNC(=O)c1cc(-c2ccc(Br)s2)nc2ccccc12 (centres undefined) | u | -10%
(next part)
SMILES | AID inhibitor | UDG counter
CCn1c(CN2CCCCC2)nc2cc(NC(=O)COc3cc(C)ccc3C(C)C)ccc21 | u | -15%
CCCCn1nc(C(=O)N2CCC(n3c(=O)[nH]c4ccccc43)CC2)c2ccccc2c1=O | -4% | -5%
CCOc1cccc(NC(=O)c2ccccc2)c1 | -12% | -7%
CC(=O)c1c(OCCC(C)C)ccc2c(C)cc(=O)oc12 | -11% | -3%
CCOC(=O)N1CCc2c(sc3c2c(=O)n(CCc2ccccc2)c(=O)n3Cc2ccc(C)cc2C)C1 | u | -8%[57.5 µM]
CC(C)(C)NC(=O)NC(=O)CSc1nc2ccccc2[nH]1 | -1% | -5%
Cc1ccc(Nc2c(-c3cccnc3)nc3ccc(Br)cn23)cc1 | -6% | -6%[57.5 µM]
O=C(c1cc(=O)c2ccccc2o1)N(Cc1ccccc1)Cc1ccccc1 | -22% | -1%
CCn1c(SCC(=O)Nc2cccc3ccccc23)nc2nc3c(cc2c1=O)COC(C)(C)C3 | 4% | 2%
O=C(NC1CCc2ccccc21)c1ccccn1 (centres undefined) | 1% | 6%
CN(Cc1ccccc1)S(=O)(=O)c1ccc(Cl)c(C(=O)Nc2nnc(C3CC3)s2)c1 | -11% | 0%
Cc1ccc(-c2nc(S(=O)(=O)c3ccc(F)cc3)c(N3CCN(c4ccccc4)CC3)o2)cc1 | -10% | -10%
COc1ccc(NC(=O)CSc2c(C(C)C)cnc3c2c(=O)n(C)c(=O)n3C)c(OC)c1 | -6% | -3%[57.5 µM]
CCOc1ccc(N(CC(=O)Nc2cc(OC)cc(OC)c2)S(=O)(=O)c2c(C)[nH]c(=O)[nH]c2=O)cc1 | 6%[57.5 µM] | -1%[57.5 µM]
COc1ccc(OC)c(NC(=O)CSC2=Nc3ccccc3C3=NC(CC(=O)NCc4ccc5c(c4)OCO5)C(=O)N23)c1 (centres undefined) | -28% | 22%
CCS(=O)(=O)N1CCC(NC(=O)c2ccccc2C(=O)c2ccc(Cl)cc2)CC1 | -10% | -4%
Cc1cc(C)cc(NS(=O)(=O)c2ccc3[nH]cc(C(=O)N4CCCCCC4)c(=O)c3c2)c1 | 1% | -18%[57.5 µM]
Cc1ccc2oc(C(=O)N(Cc3ccc(N(C)C)cc3)CC3CCCO3)c(C)c2c1 (centres undefined) | -30% | -7%
CCOC(=O)c1cc(-c2ccccc2)n(-c2cccc(C(=O)Nc3ccc(OCC)cc3)c2)c1C | -12% | -12%[57.5 µM]
CCOc1ccc(NC(=O)CSc2nnc(CC)c(CC)n2)cc1 | 9% | -1%
O=C(NCc1ccc(Cl)cc1)OCc1ccccc1 | 7% | 1%
COc1cc2ccccc2cc1C(=O)Nc1ccc2oc(-c3cccnc3)nc2c1 | 29% | -2%
CCOC(=O)c1ccc(N2C(=O)c3n[nH]c(C)c3C2c2ccc(CC)cc2)cc1 (centres undefined) | 15% | 1%
COc1ccccc1CNc1nccn(-c2ccc(F)cc2)c1=O | 66%[activator] | -11%
O=c1cc(-c2ccccc2)c2cc(Cl)c3c(c2o1)CN(Cc1ccccc1)CO3 | -16% | 9%
(next part)
SMILES | AID inhibitor | UDG counter
CCOC(=O)c1c(C)oc2nc(C)nc(NCc3cccc(Cl)c3)c12 | u | -3%
CC1(C)CN=C(SCc2ccc(C(C)(C)C)cc2)NC1 | -5% | -2%
CC(=O)N1CCc2c(sc3c2c(=O)n(-c2ccccc2)c(=O)n3CC(=O)Nc2ccccc2)C1 | 68%[activator] | -12%
CN1C(=S)SC(C)(C)C1/[N+]([O-])=C/c1ccccc1 (centres undefined) | 0% | -5%
Cc1nc2c(c(C)c1CCC(=O)N1CCN(c3ccccc3)CC1)c(=O)n(C)c(=O)n2C | 16% | -7%
CCC(C)[C@H](NC(=O)NCc1ccccc1)C(=O)O (some centres undefined) | 1% | 8%
Cc1c(C(=O)N2CCCC2)oc2c1-c1nn(CC(=O)NCc3ccccc3Br)cc1CC2 | u | u
Fc1ccc(-c2nc(-c3ccccn3)no2)cc1 | 5% | -1%
CCOc1ccc(NC(=O)COC(=O)c2nn(C)c(=O)c3ccccc23)cc1 | -2% | -1%
Cc1ccc2onc(CC(=O)N(C)c3ccccc3)c2c1 | 14% | 7%
Cc1ccc(C)c(Oc2nc3c(c(=O)n(C)c(=O)n3C)n2Cc2ccccc2)c1 | u | -5%
Nc1nccnc1C(=O)NCCc1ccccn1 | -2% | -6%
CCc1c(C)nc2nncn2c1Nc1ccc(C)c(F)c1 | 12% | -3%
Cc1oc(-c2cccs2)nc1CC(=O)NCC(F)(F)F | 1% | -4%
Cc1ccc(Nc2nc(C)nc(N)c2S(=O)(=O)c2ccccc2)cc1 | 22% | 8%
CCS(=O)(=O)N1CCc2cc(C(=O)Nc3cccc(C(C)=O)c3)ccc21 | -3% | u
Cc1cc(C(F)(F)F)nc(Sc2nc(C)cc(C)c2C#N)n1 | -4% | -4%

Three entries from above, arranged by the value under AID inhibitor, lowest first.
compound	AID inhibitor
CC1(C)CN=C(SCc2ccc(C(C)(C)C)cc2)NC1	-5%
CCOc1ccc(NC(=O)COC(=O)c2nn(C)c(=O)c3ccccc23)cc1	-2%
CN1C(=S)SC(C)(C)C1/[N+]([O-])=C/c1ccccc1 (centres undefined)	0%

Filtered by structure: those above containing a thiophene ring, fused or not (eleven)
SMILES | AID inhibitor | UDG counter
Cc1oc(-c2cccs2)nc1C(=O)NC(C)CN1CCOCC1 (centres undefined) | 8% | -9%
CCn1c(=O)n(CC2CCC(C(=O)NC(C)C)CC2)c(=O)c2sccc21 (centres undefined) | 3% | 5%
CCC(C(=O)OC)n1nnc2sc(-c3ccccc3)cc2c1=O (centres undefined) | 77%[activator] | 37%[activator]
CCOc1ccccc1NS(=O)(=O)c1c(C(=O)OC)sc2cccc(F)c12 | 4% | 17%
O=C1/C(=C\c2cccs2)Sc2ccccc21 | 0% | -4%
CC(C)OCCCn1c(SCC(N)=O)nc2c(sc3ccccc32)c1=O | 4% | -3%
CC(Nc1nc(-c2ccc(CNC(=O)C(C)(C)C)s2)cs1)c1ccccc1 (centres undefined) | -2% | -15%
CCN(CC)CC(C)CNC(=O)c1cc(-c2ccc(Br)s2)nc2ccccc12 (centres undefined) | u | -10%
CCOC(=O)N1CCc2c(sc3c2c(=O)n(CCc2ccccc2)c(=O)n3Cc2ccc(C)cc2C)C1 | u | -8%[57.5 µM]
CC(=O)N1CCc2c(sc3c2c(=O)n(-c2ccccc2)c(=O)n3CC(=O)Nc2ccccc2)C1 | 68%[activator] | -12%
Cc1oc(-c2cccs2)nc1CC(=O)NCC(F)(F)F | 1% | -4%

Some of the compounds tested. The share of hits here may be higher or lower than overall.
